S-ASM inh – human S-ASM enzyme inhibition; P17405; placental ASM, HMU-PC fluorogenic substrate, 60 min; Potency, µM (doses to about 57.5 µM), for inactives: top-dose activity change, negative = inhibition, hits mostly inhibitors; 340,000 tested, 0.006% active; note: potency is the fitted concentration of half-maximal effect
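Fluorogenic HMU-PC substrate (9 uM final) is turned over by placental ASM in 60 min at 37 C after a 10 min compound preincubation. Reaction ended by alkaline stop (pH 10), with fluorescence read at 386/447 nm.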
PKM2 activator – activators of human pyruvate kinase M2 | 260,000 tested, 0.34% active | Potency, µM (doses to about 57.5 µM), without a hit: at the highest dose activation, most hits filed as activators | purified PKM2, Kinase-Glo ATP luminescence, activation; response scale: 0% is enzyme alone, no compound | P14618; note: potency is the fitted concentration of half-maximal effect; % is set by controls: 0 for no effect and ±100 for the full control effect; nearly all actives have a fitted effect of over 55% in size
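Kinase-Glo luminescence reports ATP generated from ADP (0.1 mM) and PEP (0.5 mM) by purified hPK-M2 after 1 h at room temperature, pH 7.2 imidazole buffer; intermediate enzyme activity allows detecting inhibitors and activators.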
USP2a block – USP2a (human) protease inhibition; Potency, µM (doses to about 38.3 µM), for the others: at the highest dose activity change, negative = inhibition, most hits filed as inhibitors; AID 463254; 330,000 tested, 0.01% active; O75604; USP2 core, Ub-CHOP2 coupled fluorogenic reporter, 485/531;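 note: potency is the fitted concentration of half-maximal effect; plate controls were DMSO wells for no effect and full inhibition by NEM control for full effect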
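USP2 core (10nM final) preincubated 30min RT with compound in 20mM Tris-HCl pH 8.0, 2mM CaCl2, 2mM beta-mercaptoethanol, 0.05% CHAPS; 25nM Ub-CHOP2 plus 25nM reporter substrate added, fluorescence (Ex485/Em531) read after 60min.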
TSHR antag – human thyrotropin receptor antagonism; P16473; TSHR-expressing cells, TSH-stimulated cAMP HTRF, 2 h; stronger effect = lower value; activity change, negative = inhibition, % at 11.5 µM; 330,000 tested, 0.2% active; AID 504810;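 active = activity change below a set negative limit, meaning inhibition stronger than a set level, cut at about -70% in these data; inconclusive = activity change between two set negative limits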; note: % is set by controls: 0 for no effect and ±100 for the full control effect
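TSHR-expressing cells, 200/well, pre-treated with compound, then stimulated with EC80 TSH (4nM final) for 2 hours at 37 deg C. cAMP measured by competitive HTRF: anti-cAMP cryptate antibody in lysis buffer plus cAMP-d2, read after 30 minutes at room temperature.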
BCR signal inh – inhibitors of chronic active B-cell receptor signaling; ABC-DLBCL IkBa-CBG/CBR reporter, luminescence ratio, 4 h; Potency, µM (titrated, usually from 46.1 µM), inactives show at the top dose ratio change, negative = lower green/red ratio, usual class: inhibitors; 340,000 tested, 0.05% active; AID 493014; active = well fitted inhibition curve with a large enough effect in the signal ratio, with a control signal flat, not every such curve was filed as active; inconclusive = small, poorly fitted or top-dose-only effect, or effect the other way, or a change in a side signal; the % refers to the signal ratio;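 note: potency is the fitted concentration of half-maximal effect; plate controls were basal doxycycline-induced cells for no effect and cells given 10 µM MG132 for full effect; MG132 reads +100%, hits lower the ratio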
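Doxycycline induced both beetle luciferases in TMD8 lymphoma cells; IKK-driven degradation limits the IkappaBalpha-fused green signal, while red luminescence normalises for cell number and nonspecific effects. Compounds tested up to 46 uM, 4 hrs.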
Menin-MLL TR inh – menin-MLL binding inhibition, Texas Red mutant peptide | O00255 | Menin + Texas Red MLL mutant peptide, fluorescence polarization | Potency, µM (doses to about 61.6 µM), without a hit: at the top dose FP activity change, negative = inhibition, actives largely listed as inhibitors | 270,000 tested, 0.23% active; active = well fitted inhibition curve with a large enough effect in the polarisation, with a control signal flat, not every such curve was filed as active; inconclusive = small, poorly fitted or top-dose-only effect, or effect the other way, or a change in a side signal; inactive = no such curve, though single readings can be large or run the other way; the % refers to the polarisation; note: potency is the fitted concentration of half-maximal effect; % of control where 0% means no effect; many of its hits are not listed in these tables
Target sequence (O00255 whole entry, looked up): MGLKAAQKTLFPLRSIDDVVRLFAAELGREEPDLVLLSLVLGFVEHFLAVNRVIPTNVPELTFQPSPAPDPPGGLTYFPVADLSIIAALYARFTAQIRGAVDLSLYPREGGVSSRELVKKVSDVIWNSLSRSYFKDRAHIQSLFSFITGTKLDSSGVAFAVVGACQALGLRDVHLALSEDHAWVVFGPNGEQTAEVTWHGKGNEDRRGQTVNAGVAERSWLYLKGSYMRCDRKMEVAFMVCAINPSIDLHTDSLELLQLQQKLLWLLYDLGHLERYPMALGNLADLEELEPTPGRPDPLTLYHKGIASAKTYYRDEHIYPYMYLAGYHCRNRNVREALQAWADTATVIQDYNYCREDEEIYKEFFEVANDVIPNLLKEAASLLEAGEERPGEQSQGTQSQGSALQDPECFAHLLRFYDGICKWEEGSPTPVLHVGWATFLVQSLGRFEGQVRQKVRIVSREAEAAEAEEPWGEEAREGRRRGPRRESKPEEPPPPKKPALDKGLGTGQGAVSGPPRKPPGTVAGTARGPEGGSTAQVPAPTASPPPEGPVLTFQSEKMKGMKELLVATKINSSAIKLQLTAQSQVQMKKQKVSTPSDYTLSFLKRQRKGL
Eya2 phos inh – blocks the phosphatase activity of human Eya2; O00167; recombinant Eya2, OMFP fluorescence dephosphorylation (OMFP is methylfluorescein phosphate); Potency, µM (top dose mostly 76.9 µM), inactives show at the top dose activity, negative = inhibition, usual class: inhibitors; 330,000 tested, 0.006% active; note: potency is the fitted concentration of half-maximal effect; % is set by controls: 0 for no effect and ±100 for the full control effect
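Eya2 (0.2 uM) preincubated 10 min at ambient with compound, then OMFP substrate added at 50 uM; 10 min reaction in 50 mM HEPES pH 7.5, 50 mM NaCl, 5 uM MgCl2, 0.05% BSA, 1 mM DTT. Fluorescence read at Ex 485/Em 525 nm.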
Mito fusion act – blocks mitochondrial division or promotes mitochondrial fusion | 320,000 tested, 0.23% active | AID 485298 | Potency, µM (titrated, usually from 46.1 µM), without a hit: at the highest dose growth rescue (activation), hits mostly activators | S. cerevisiae fusion-defective mutant growth rescue, CellTiterGlo 48 h;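 note: potency is the fitted concentration of half-maximal effect; % of control where 0% means no effect; nearly all actives have a fitted effect of over 45% in size; temperature-sensitive fusion mutants such as fzo1-1 at 37 °C on non-fermentable ethanol glycerol medium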
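Growth-rescue viability read-out: after 48 h at the non-permissive 37C in glycerol/ethanol YPEG, yeast mitochondrial fusion mutants are measured by CellTiterGlo luminescence; compounds (23 nl pinned per well) restoring growth score as division inhibitors or fusion activators.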
MBNL1-CUG inh – MBNL1-poly(CUG) RNA binding inhibition. 280,000 tested, 0.036% active. Q9NR56. TR-FRET MBNL1-His/biotin-(CUG)12 binding, 665/545 ratio. Potency, µM (titrated, usually from 57.5 µM), without a hit: at the highest dose activity change, negative = inhibition, most hits filed as inhibitors. AID 2675; active = well fitted inhibition curve with a large enough effect in the signal ratio, with a control signal flat, not every such curve was filed as active; inconclusive = small, poorly fitted or top-dose-only effect, or effect the other way, or a change in a side signal; inactive = no such curve, though single readings can be large or run the other way; the % refers to the signal ratio; note: potency is the fitted concentration of half-maximal effect; % is set by controls: 0 for no effect and ±100 for the full control effect
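TR-FRET readout: Ex 340 nm, 665/545 nm emission ratio, normalized to buffer-only (basal) and MBNL1-(CUG)12 controls. Complex of MBNL1-His with Biotin-(CUG)12, compounds 92 nM–58 uM, incubated 60 min at room temperature.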
hERG WT inh – blocks the wildtype human KCNH2 potassium channel; Q12809; U2OS, BacMam KCNH2, thallium flux FluxOr; stronger effect = lower value; activity change, % at 1.84 µM; 340,000 tested, 0.37% active;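 active = maximum activity change below -70%; inconclusive = maximum activity change between -70% and -50%; inactive = maximum activity change above -50%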; note: % is set by controls: 0 for no effect and ±100 for the full control effect
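U2OS cells were transduced with wild-type KCNH2 virus (2.03 x 10^8 / mL) for 4 h at room temperature, then cultured overnight at 37 C. Thallium flux was read with FluxOr dye. Rate constants were normalized to DMSO controls.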
GALK inhibitor – inhibitors of human galactokinase; P51570; Purified GALK, Kinase-Glo residual ATP luminescence; Potency, µM (series often up to 57.5 µM), inactives show at the top dose activity change, negative = inhibition, hits mostly inhibitors; 270,000 tested, 0.007% active; note: potency is the fitted concentration of half-maximal effect; % is set by controls: 0 for no effect and ±100 for the full control effect
Target sequence (P51570 whole entry, looked up): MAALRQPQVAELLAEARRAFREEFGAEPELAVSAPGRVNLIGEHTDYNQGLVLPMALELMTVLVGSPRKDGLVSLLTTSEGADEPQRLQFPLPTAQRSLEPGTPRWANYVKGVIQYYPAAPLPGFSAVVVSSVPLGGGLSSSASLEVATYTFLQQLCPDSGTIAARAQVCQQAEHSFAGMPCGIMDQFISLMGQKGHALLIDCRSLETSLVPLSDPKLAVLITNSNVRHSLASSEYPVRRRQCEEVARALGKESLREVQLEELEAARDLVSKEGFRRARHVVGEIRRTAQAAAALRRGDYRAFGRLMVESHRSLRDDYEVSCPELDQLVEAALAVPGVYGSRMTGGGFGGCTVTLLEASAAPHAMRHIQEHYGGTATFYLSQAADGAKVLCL
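The enzyme phosphorylates galactose (100 uM) using ATP (35 uM); inhibition is detected as higher residual ATP, quantified by bioluminescence after 1 h reaction at room temperature, pH 8.0.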
Active calls of the source: *; ? = inconclusive; . = not tested or not shown; [ ] = another dose, or the depositor's remark. Unless noted, calls come from the whole dose curve; as a rule, active = well fitted curve in the direction sought with a large enough effect; inconclusive = small, poorly fitted or top-dose-only effect, or another doubt; inactive = no such curve, though single readings can be large; an effect the other way counts as inactive or inconclusive.

SMILES	S-ASM inh	PKM2 activator	USP2a block	TSHR antag	BCR signal inh	Menin-MLL TR inh	Eya2 phos inh	Mito fusion act	MBNL1-CUG inh	hERG WT inh	GALK inhibitor
Cc1ccc(CN2CCC(n3nccc3NC(=O)CCOc3ccccc3)CC2)cc1C	4%	.	2%	0	-6%	.	0%	5%	-6%	16	4%
COc1ccccc1C/C(N)=N/OC(=O)COc1ccccc1C	0%	9%	2%	-19	-12%	-27%	1%	-8%	-3%	22	0%
Fc1ccc(/C=N/Nc2nc3ccccc3[nH]2)cc1F	-6%	-9%	5%	-5	?	?	-7%	-6%	.	-5	0%
Cc1cc(=O)oc2n[nH]c(-c3ccccc3)c12	1%	-4%	3%	-4	-19%	?	0%	2%	0%	-1	0%
O=C(C[C@@H]1C/C=C\C[C@@H](Cc2ccc(F)cc2)C(=O)OC[C@@H]2CCCN2C1=O)NCCO	4%	.	-2%	-7	-4%	.	10%	.	.	9	.
CCN1C(=O)c2cccc3c(S(=O)(=O)N(C(=O)c4cccnc4)c4ccc(OC)cc4)ccc1c23	259%[activator]	10%	2%	3	?	11%	-4%	30%	?	5	0%
CC(=O)Nc1ccc(NC(=O)COc2ccc(S(=O)(=O)NC(C)c3ccccc3)cc2)cc1 (stereo not drawn)	0%	-15%	2%	-2	-3%	18%	-4%	-1%	2%	-4	2%
CN(C)c1ccc(C(c2nnnn2C(C)(C)C)N2CCN(C(=O)c3ccco3)CC2)cc1 (stereo not drawn)	-1%	1%	1%	-7	5%	0%	15%	1%	4%	-1	6%
CN(c1ccc(C(=O)N2CCN(Cc3ccc4c(c3)OCO4)CC2)cc1)S(=O)(=O)c1ccccc1	6%	-5%	0%	-19	?	-14%	-14%	7%	-2%	10	2%
O=C(N/N=C/c1ccccc1)c1ccco1	-1%	-19%	2%	-9	?	.	-29%	-7%	2%	2	1%
O=[N+]([O-])c1ccccc1-c1ccc(CN2CCN(c3ccccc3)CC2)o1	26%	3%	-1%	-11	-12%	0%	-2%	-7%	5%	5	-3%
COc1ccc(C(=O)Nc2cc(S(=O)(=O)N3CCCCC3)ccc2OC)cc1	3%	.	4%	-17	3%	.	-1%	-4%	.	4	.

Whole records as entered above:
`CN(C)c1ccc(C(c2nnnn2C(C)(C)C)N2CCN(C(=O)c3ccco3)CC2)cc1` (stereo not drawn) is entered as S-ASM inh = -1%; PKM2 activator = 1%; USP2a block = 1%; TSHR antag = -7; BCR signal inh = 5%; Menin-MLL TR inh = 0%; Eya2 phos inh = 15%; Mito fusion act = 1%; MBNL1-CUG inh = 4%; hERG WT inh = -1; GALK inhibitor = 6%
`Fc1ccc(/C=N/Nc2nc3ccccc3[nH]2)cc1F` is entered as S-ASM inh = -6%; PKM2 activator = -9%; USP2a block = 5%; TSHR antag = -5; BCR signal inh = ?; Menin-MLL TR inh = ?; Eya2 phos inh = -7%; Mito fusion act = -6%; MBNL1-CUG inh = .; hERG WT inh = -5; GALK inhibitor = 0%
`CN(c1ccc(C(=O)N2CCN(Cc3ccc4c(c3)OCO4)CC2)cc1)S(=O)(=O)c1ccccc1` is entered as S-ASM inh = 6%; PKM2 activator = -5%; USP2a block = 0%; TSHR antag = -19; BCR signal inh = ?; Menin-MLL TR inh = -14%; Eya2 phos inh = -14%; Mito fusion act = 7%; MBNL1-CUG inh = -2%; hERG WT inh = 10; GALK inhibitor = 2%

Carrying on:
SMILES	S-ASM inh	PKM2 activator	USP2a block	TSHR antag	BCR signal inh	Menin-MLL TR inh	Eya2 phos inh	Mito fusion act	MBNL1-CUG inh	hERG WT inh	GALK inhibitor
Cc1ccc(-n2ncc(C(=O)NCC3CCN(C4CCCC4)C3)c2C2CCN(C(=O)OC(C)(C)C)CC2)cc1C (stereo not drawn)	-1%	.	3%	-15	11%	?	-11%	-8%	1%	-1	-1%
Cc1cc([N+](=O)[O-])ccc1N(C)C	-1%	-3%	1%	4	-2%	9%	6%	-2%	?	16	.
O=C(NCCc1ccccn1)c1nc(Cn2ccc([N+](=O)[O-])n2)no1	8%	.	0%	3	1%	-11%	-3%	-8%	9%	4	-3%
COC(=O)Cn1cnc2sc(C)c(S(=O)(=O)N3CCN(c4ccccc4OC)CC3)c2c1=O	-1%	0%	0%	-7	-5%	-10%	-9%	-1%	-4%	2	0%
Cc1ccc(-c2csc(NC(=O)c3ccc(F)cc3)c2C(=O)O)cc1	2%	.	-2%	-13	?	?	-27%	0%	-7%	-6	-2%
CCc1ccccc1NC(=O)CN(C)C(=O)COc1ccc(C)nc1[N+](=O)[O-]	3%	0%	2%	5	-1%	-1%	-5%	-3%	.	-2	0%
COc1ccc(Cl)cc1C(=O)NNC(=O)CNC(=O)c1ccc(C)s1	-1%	.	-1%	0	-3%	.	-5%	.	.	-1	.
CCn1nc(C)c(CNC(=O)c2cc(COc3cncc(Cl)c3)on2)c1C	-1%	.	7%	13	?	-21%	0%	3%	-5%	-6	2%
COc1ccc(CCN(Cc2cc3cccc(C)c3[nH]c2=O)C(=O)N2CCCC2)cc1OC	0%	6%	1%	3	?	?	-25%	0%	-9%	-6	0%
COC(=O)[C@]1(Cc2ccccc2)N[C@H](CN(C)S(=O)(=O)c2ccc(F)cc2)[C@@H]2C(=O)N(C)C(=O)[C@@H]21	5%	.	6%	-2	1%	.	2%	.	.	5	.
CC[C@]1(C(=O)OC)[C@H]2C(=O)N(C)C(=O)[C@H]2[C@H]2CN(C)C(=NCc3ccccc3)N21	9%	.	-1%	-5	1%	.	1%	.	.	-1	.
COc1ccc(-c2cc(C(=O)NCC(c3ccco3)N(C)C)c3ccccc3n2)cc1OC (stereo not drawn)	71%[activator]	.	0%	-4	?	.	3%	1%	.	-2	.
COc1ccccc1-c1nnc(SCC(=O)Nc2ccc(Cl)cc2Cl)o1	-3%	0%	1%	0	5%	12%	18%	4%	-4%	-9	3%
CCNc1nc(N)nc(Oc2ccc(OCc3ccccc3)nn2)n1	1%	0%	0%	-11	-19%	13%	4%	1%	6%	-4	-1%
O=C(NN=C1C2CC3CC(C2)CC1C3)c1cccs1	2%	-2%	4%	-2	?	-1%	-25%	-4%	11%	-4	-3%
CCCCCc1nc(N)c(C#N)c(-c2ccco2)c1CCCC	20%	-2%	1%	-6	-2%	-2%	10%	3%	2%	0	-5%
CCOc1ccccc1NC(=O)C(NC(=O)C1CCC(C)CC1)C(C)C (stereo not drawn)	-3%	?	1%	-2	-5%	15%	7%	7%	-1%	-3	17%
CCOc1ccc(-c2nnn(CC(=O)N3CCCC3)n2)cc1OCC	4%	-11%	1%	4	-28%	-8%	4%	0%	-9%	-2	-2%
C=C(C)CNC(=S)N/N=C(\C)c1ccc(Cl)s1	-5%	10%	-1%	1	-1%	-20%	0%	-11%	6%	-1	2%
CC(=O)Nc1cccc(OCCCNC(=O)c2ccc(C(C)(C)C)cc2)c1	-1%	-11%	0%	-1	-1%	.	9%	-4%	.	-3	-3%
N#Cc1ccccc1-c1ccccc1C(=O)N1CCCCC1	0%	-3%	0%	-10	0%	-2%	1%	2%	-6%	-4	0%
CCc1nnc(NC(=O)[C@@H](NC(=O)c2cccc(S(=O)(=O)N3CCOCC3)c2)C(C)C)s1	4%	0%	-2%	17	6%	-19%	7%	0%	4%	10	-1%
CCOC(=O)NCc1ccc2c(c1)cc(C)n2C	-1%	6%	0%	6	?	-30%	-9%	4%	-3%	-5	-1%
O=C1/C(=C/c2ccccn2)SC(=S)N1Cc1ccccc1	7%	-1%	-1%	0	5%	.	1%	3%	.	-2	4%

Not all compounds are listed. The share of hits here may be higher or lower than overall.
